Bioassay records: PubChem, National Center for Advancing Translational Sciences (NCATS)
GALK inhibitor = qHTS Assay for Inhibitors of Human Galactokinase (GALK); 270,000 tested, 0.007% active; Purified GALK, Kinase-Glo residual ATP luminescence; Potency, µM (titrated, usually from 57.5 µM), inactives show top-dose activity change, negative = inhibition, actives largely listed as inhibitors; P51570; note: potency is the fitted concentration of half-maximal effect; % is set by controls: 0 for no effect and ±100 for the full control effect
Target sequence (P51570 whole entry, looked up): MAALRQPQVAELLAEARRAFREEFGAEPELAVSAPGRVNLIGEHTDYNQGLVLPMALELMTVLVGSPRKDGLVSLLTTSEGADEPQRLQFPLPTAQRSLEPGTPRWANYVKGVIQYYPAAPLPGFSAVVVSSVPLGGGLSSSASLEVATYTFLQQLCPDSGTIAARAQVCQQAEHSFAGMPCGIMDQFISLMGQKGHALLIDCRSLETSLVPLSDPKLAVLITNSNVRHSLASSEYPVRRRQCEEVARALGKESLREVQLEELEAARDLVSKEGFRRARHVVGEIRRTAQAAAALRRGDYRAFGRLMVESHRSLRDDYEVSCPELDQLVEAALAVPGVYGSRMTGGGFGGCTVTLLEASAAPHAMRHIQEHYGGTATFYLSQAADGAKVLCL
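GALK at 5 nM final was combined with compound, 35 uM ATP and 100 uM galactose in HEPES pH8.0 with MgCl2 and DTT. The reaction ran one hour at room temperature before luminescent ATP detection.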
TCR activator = Activators of T cell receptors: qHTS campaign | primary human leukocytes, anti-CD3, IL-2 HTRF, 48 h | Potency, µM (series often up to 9.22 µM), for the others: at the top dose activation of IL-2 secretion, most hits filed as activators | 330,000 tested, under 10 active | AID 504894, 2011; note: % of control where 0% means no effect
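IL-2 release read by HTRF sandwich (Eu cryptate donor, d2 acceptor, 665 nm emission) after 48 hr exposure of primary human leukocytes to compound together with anti-CD3 beads in the absence of co-stimulatory signals.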
Tb PFK block = qHTS Assay to Find Inhibitors of T. brucei phosphofructokinase | ATP-dependent 6-phosphofructokinase (Trypanosoma brucei brucei), O15648 | T. brucei PFK, ADP-Glo luminescence | Potency, µM (highest dose often 57.5 µM), for the others: top-dose activity, negative = inhibition, actives largely listed as inhibitors | 330,000 tested, 0.17% active | AID 485367, 2010;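 note: potency is the fitted concentration of half-maximal effect; 0% = uninhibited 1x PFK enzyme wells and -100% = no-enzyme wells; nearly all actives have a fitted effect of over 60% in size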
Target sequence (O15648 whole entry, looked up): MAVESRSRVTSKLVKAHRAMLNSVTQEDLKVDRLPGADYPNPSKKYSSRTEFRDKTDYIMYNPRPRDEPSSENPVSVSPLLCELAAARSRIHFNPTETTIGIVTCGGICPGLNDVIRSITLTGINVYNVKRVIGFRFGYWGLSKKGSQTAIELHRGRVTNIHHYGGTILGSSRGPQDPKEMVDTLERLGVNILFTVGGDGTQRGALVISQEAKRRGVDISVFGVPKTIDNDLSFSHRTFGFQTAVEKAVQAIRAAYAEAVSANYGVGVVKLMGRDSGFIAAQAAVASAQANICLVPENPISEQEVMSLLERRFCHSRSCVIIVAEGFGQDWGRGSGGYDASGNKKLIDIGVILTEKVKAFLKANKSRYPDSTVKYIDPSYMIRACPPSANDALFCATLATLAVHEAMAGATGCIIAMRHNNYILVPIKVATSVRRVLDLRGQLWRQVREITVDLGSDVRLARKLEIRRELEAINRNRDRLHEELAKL
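PFK 1.25 nM, F6P 0.5 mM, ATP 0.1 mM, 0.1 M TEA pH 8.0, 5 mM MgCl2, 0.01% Tween20, 0.1% BSA; 45 min RT. ADP-Glo readout. qHTS titration up to 57 uM; curves fitted, compounds curve-classed.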
Giardia kill = Small Molecules that selectively kill Giardia lamblia: qHTS. activity change, % at 7.66 µM, hits read low. 340,000 tested, 0.15% active. Giardia lamblia trophozoite viability; in the data active = activity change below about -80%; inconclusive = between about -30% and that limit;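 note: parasites exposed to compound for two days anaerobically before the ATP read; % is set by controls: 0 for no effect and ±100 for the full control effect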
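Viability, read as ATP luminescence: trophozoites at 100 cells/well, compound added, 48 hrs anaerobic at 37 deg C, then 15-30 min room-temperature development before reading.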
TSHR antag = Antagonists of the Thyroid Stimulating Hormone Receptor: HTS campaign; activity change, negative = inhibition, % at 11.5 µM; TSHR-expressing cells, TSH-stimulated cAMP HTRF, 2 h; active compounds read low; 330,000 tested, 0.2% active;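 active = activity change below a set negative limit, meaning inhibition stronger than a set level, cut at about -70% in these data; inconclusive = activity change between two set negative limits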; note: % is set by controls: 0 for no effect and ±100 for the full control effect
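TSHR-expressing cells were treated with compounds, then stimulated with TSH at EC80 (4nM final) for 2 hours at 37 deg C. Cellular cAMP was measured by HTRF competition between lysate cAMP and cAMP-d2 for a cryptate-labelled anti-cAMP antibody.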
FBPA coupling cs = qHTS Assay for Inhibitors of Fructose-1,6-bisphosphate Aldolase from Giardia Lamblia: Coupling assay counterscreen. coupling enzyme system counterscreen, AmpLite Red fluorescence. activity change, negative = inhibition, % at 58.2 µM, hits read low. 290,000 tested, 0.67% active; in the data active = activity change below about -30%; note: % is set by controls: 0 for no effect and ±100 for the full control effect
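Counterscreen lacking aldolase: glyceraldehyde-3-phosphate coupling-enzyme reagent preincubated 10 min at RT with compound (at 57.5 uM final), then substrate/coupling system with AmpLite Red added; fluorescence read at 525/598 nm after 20 min RT.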
A-T KAP1 phos = qHTS Assay for Identifying a Potential Treatment of Ataxia-Telangiectasia; Potency, µM (titrated, usually from 57.5 µM), for inactives: top-dose activation, usual class: activators; AID 485349, 2010; […] A-T fibroblasts, KAP-1 phosphorylation AlphaLISA; neocarzinostatin DNA damage 30 min before lysis; 320,000 tested, 0.19% active; note: potency is the fitted concentration of half-maximal effect; % of control where 0% means no effect; nearly all actives have a fitted effect of over 45% in size
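hTERT-immortalized A-T patient fibroblasts ([…]), 500 cells/well in OPTI-MEM, 1% FBS, got compounds for 60 min, then NCS for 30 min at 37C. Lysates were then assayed for phospho-KAP-1 by AlphaLISA (anti-pKAP1 donor, anti-KAP1 acceptor beads), 6 hr at 25C.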
KCNH2 WT inh = qHTS for Inhibitors of KCHN2 3.1: Wildtype qHTS; Voltage-gated inwardly rectifying potassium channel KCNH2 (Homo sapiens), Q12809; U2OS, BacMam KCNH2, thallium flux FluxOr; active compounds read low; activity change, % at 1.84 µM; 340,000 tested, 0.37% active; AID 720551, 2013;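 active = maximum activity change below -70%; inconclusive = maximum activity change between -70% and -50%; inactive = maximum activity change above -50%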; note: % is set by controls: 0 for no effect and ±100 for the full control effect
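U2OS cells transduced with wild-type KCNH2 virus are loaded with FluxOr dye for 45 min, and thallium flux is measured in kinetic reads before and after stimulation buffer. Rate constants are normalized to DMSO controls.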
CXXC DNA block = qHTS Fluorescence Polarization Assay for Inhibitors of MLL CXXC domain - DNA interaction. Histone-lysine N-methyltransferase 2A (Homo sapiens), Q03164. MLL-CXXC / FITC-HOXA9 DNA fluorescence polarization. Potency, µM (titrated, usually from 115 µM), for the others: at the top dose activity change, negative = inhibition, usual class: inhibitors. 290,000 tested, 0.037% active. AID 2662, 2010; active = well fitted inhibition curve with a large enough effect in the polarisation, with a control signal flat, not every such curve was filed as active; inconclusive = small, poorly fitted or top-dose-only effect, or effect the other way, or a change in a side signal; inactive = no such curve, though single readings can be large or run the other way; the % refers to the polarisation; note: potency is the fitted concentration of half-maximal effect
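Steps: dispense CXXC domain solution (7 uM) → pin compounds or unlabeled HOX-A9 DNA control → 5 min ambient → add FLSN-HOX-A9 solution (50 nM) → spin → 30 min ambient → fluorescence polarization. Tris pH 7.5/NaCl/DTT/BSA buffer.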
BCR signal inh = qHTS Assay to Find Inhibitors of Chronic Active B-Cell Receptor Signaling | ABC-DLBCL IkBa-CBG/CBR reporter, luminescence ratio, 4 h | Potency, µM (top dose mostly 46.1 µM), without a hit: top-dose ratio change, negative = lower green/red ratio, most hits filed as inhibitors | 340,000 tested, 0.05% active; active = well fitted inhibition curve with a large enough effect in the signal ratio, with a control signal flat, not every such curve was filed as active; inconclusive = small, poorly fitted or top-dose-only effect, or effect the other way, or a change in a side signal; the % refers to the signal ratio;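 note: potency is the fitted concentration of half-maximal effect; plate controls were basal doxycycline-induced cells for no effect and cells given 10 µM MG132 for full effect; MG132 reads +100%, hits lower the ratio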
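Cell line TMD8 (human ABC DLBCL), stably expressing tet-inducible CBG68-IkBa fusion and CBR; IMDM/0.5% FBS; cpd up to 46 uM; dox induction, 4 h, 37C/5% CO2; dual luminescence; green/red ratio; MG132 control.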
Numbers without * were called inactive; i = inactive; ? = inconclusive; / = no result given; & = joins results of further samples; [ ] = remark or other dose. Unless noted, calls come from the whole dose curve; as a rule, active = well fitted curve in the direction sought with a large enough effect; inconclusive = small, poorly fitted or top-dose-only effect, or another doubt; inactive = no such curve, though single readings can be large; an effect the other way counts as inactive or inconclusive.

Molecule	Giardia kill	Tb PFK block	GALK inhibitor	TSHR antag	TCR activator	CXXC DNA block	BCR signal inh	FBPA coupling cs	KCNH2 WT inh	A-T KAP1 phos
CSc1ccc(CN2CCN(C(=O)COc3ccc(C)cc3)CC2)cc1	-17	0%	1%	-8	13%	9%	4%	-2	31	5%
CCCCCCOC(=O)c1ccccc1N	-22	22%	-5%	3	3%	8%	?	-1	-19	19%
CC(=O)Nc1cc([As](=O)(O)O)ccc1O	-21	?	-2%&-1%	27&2	2%	-9%&3%&-1%	3%&-5%	4&-1&-1	10	-17%&1%
CSc1nc(N2CCN(C)CC2)c2ccccc2n1	6	-3%	-3%	-5	6%	0%	-2%	0	1	1%
Cn1cnnc1Sc1cc(N2CCNCC2)ccc1[N+](=O)[O-]	6	-2%	/	-4	-2%	3%	-6%	1	-5	-8%
CC(=O)N1CCN(c2ccc(N=Cc3c(O)n(-c4ccc(Cl)cc4)c(=O)[nH]c3=O)cc2)CC1	11	2%	-2%	-4	5%	7%	2%	-1	-9	-3%
O=C(C[N+]12CCC(CC1)C(C(O)(c1ccccc1)c1ccccc1)C2)c1ccc(Br)cc1 (configuration not stated)	20	-9%	2%	-4	-5%	8%	?	2	-3	0%
OCc1cnc[nH]1	1	4%	0%	-8&3	-2%	-2%&0%	3%	3	-6	-2%
OC1/C(=C/c2ccc(F)cc2)N2CCC1CC2 (configuration not stated)	1	-2%	0%	-2	0%[46.1 µM]	7%	2%	-2	0	6%
CN1C(C(=O)N2CCC3(CC2)OCCO3)=CC(c2ccc(F)cc2)=NS1(=O)=O	-7	-4%	0%	-2	-4%	5%	-20%	-1	-6	3%
COC(=O)C1=C(c2ccccc2)C[C@@H]2CC[C@H]1N2C	-10	0%	/	3	3%	/	?	/	0	1%
CCn1ncc(-c2ccnc3cc(C(=O)O)nn23)c1C	6	?	-3%	-2	-9%	0%	-3%	1	i	0%
COC(=O)C1=C(c2ccc(OC(F)(F)F)cc2)C[C@@H]2CC[C@H]1N2C(=O)NCCc1ccccc1	-15	0%	/	5	-2%	/	4%	/	-2	5%
COc1ccc(CCNC2CCCCCC2)cc1	12	1%	-1%	2	/	-3%	0%	-2	8	-5%
O=C1NC(=O)C(=Cc2ccc(Oc3ccc([N+](=O)[O-])cc3)cc2)C(=O)N1	-3	1%	0%	-11	/	?	-5%	-14	-5	2%
CCN(CC)S(=O)(=O)c1ccc(C(=O)NC2CN3CCC2CC3)cc1 (configuration not stated)	5	-1%	4%	25	8%	-2%	-1%	-4	0	?
Nc1nnc(P(c2ccccc2)c2ccccc2)s1	1	4%	-4%	-2	-1%	12%	-7%	0	1	3%
COCCNC(=O)CN1C(=O)CN=C(c2ccccc2)c2ccccc21	19	2%	/	5	1%	-1%	-2%	2	1	5%
CCOc1ccc(-n2c(O)c(C=Nc3ccc(N(CC)CC)cc3)c(=O)[nH]c2=O)cc1	30[activator]	-3%	0%	3	9%	?	7%	-3	4	1%
CCCCC12CNCC(C)(CNC1)C2=O	21	0%	3%	-3	-9%	-1%	0%	-2	-18	9%
CCCCCCC(=O)N/N=C/c1c(O)n(C(C)CC)c(=S)[nH]c1=O (configuration not stated)	-23	1%	1%	-18	4%	-6%	-11%	1	-9	1%
OC(CNC1CCCCCCC1)c1ccccc1 (configuration not stated)	/	6%	2%	-3	/	1%	6%	2	/	-2%
Cc1cccnc1-n1c(C)nc2ccccc2c1=O	-7	/	0%	/	-3%	1%	/	2	14	/
COc1ccc(C(=O)N2CCOCC2)cc1S(=O)(=O)N1CCC(C)CC1	5	0%	3%	1	6%	3%	8%	-1	-10	6%
FC(F)(F)c1cccc(-n2nnnc2C2(N3CCOCC3)CCCCC2)c1	-13	-13%	-1%	2	-2%	-1%	?	0	7	0%

New compounds follow:
Molecule	Giardia kill	Tb PFK block	GALK inhibitor	TSHR antag	TCR activator	CXXC DNA block	BCR signal inh	FBPA coupling cs	KCNH2 WT inh	A-T KAP1 phos
O=S(=O)(NC1CCCC1)OCC(Cl)(Cl)Cl	0	-2%	/	-2	6%	4%	2%	2	-10	11%
CCN(CC)C(=O)c1ccc(NC(=O)c2ccc(-n3cncn3)c([N+](=O)[O-])c2)cc1	6	-8%	/	1	-2%	/	-9%	/	0	5%
Cc1ccc(CN2CCN(C)CC2)c(C)c1	-3	4%	-4%	6	8%	1%	8%	-1	-2	-5%
CN(C)c1ccc(/C=C/c2cc[n+](C)c3ccccc23)cc1	-5&-9	-29%	1%	-22	51%&30%	?	2%	-42*	-9&-8	-10%
COc1ccc2c(CN3CC=C(c4ccccc4)CC3)cc(=O)oc2c1	-3	0%	0%	-1	-1%	3%	?	1	0	0%
CN1CCN(c2ccc([N+](=O)[O-])c(NCC3CCCO3)c2)CC1 (configuration not stated)	10	0%	0%	14	0%[46.1 µM]	6%	17%	-31*	5	-1%
Cc1ccc(C(=O)/C=C/Nc2ccccc2C(N)=O)cc1	16	-6%	1%	11	9%	12%	?	0	4	-3%
C=CCc1cc(C=C2C(=O)N(C)C(=O)N(C)C2=O)cc(OCC)c1OCc1ccccc1	-9	2%	/	-10	-1%[46.1 µM]	3%	5%	1	6	5%
CCC1(C)OC(c2ccccc2)=C/C(=C/C=C2C(=O)NC(=O)NC2=O)O1 (configuration not stated)	6	-3%	9%	10	1%	?	-13%	0	/	-12%
O=c1[nH]c(=S)[nH]c(O)c1N=Nc1ccc(OC(F)F)cc1	-17	2%	-2%	-10	1%	12%	?	0	30	-7%
CCOC(=O)C1(CCc2ccccc2)CCN(Cc2cccc3c2OCO3)CC1	-10	0%	6%	1	-28%	-3%	?	-6	-112*	-1%
COP(=S)(OC)Oc1ccc(SC)c(C)c1	22	/	/	/	-6%	-11%	/	3	32	/
Nc1ccc(C2(c3ccc(N)cc3)CN3CCC2CC3)cc1	-25	-1%	-2%	3	2%	2%	15%	3	3	2%
C/C(=N\N1CCCCCC1)c1c(O)n(C2CCCCC2)c(=O)[nH]c1=O	1	2%	6%	-3	4%	-2%	?	5	-1	7%
Cc1ccc(-n2c(C)nc3ccccc3c2=O)c(C)c1	-10	3%	0%	-72*	1%	-3%	1%	-6	1	1%
Nc1ccnn1C1CCNCC1	-1	?	2%	0	2%	1%	?	-1	8	2%
COC(=O)C1=C(c2c(C)noc2C)C[C@@H]2CC[C@H]1N2C(=O)NCc1ccc(C(F)(F)F)cc1	-10	3%	/	39	-26%	/	2%	/	4	7%
COC(=O)c1cncn1C(C)c1ccccc1 (configuration not stated)	-12	0%	0%	4	3%	-3%	7%	-1	7	-12%
CCOC(=O)c1c(-c2ccccc2)oc2ccc(OC(=O)N(C)C)cc12	8	-6%	-1%	-5	6%	1%	?	2	-6	11%
CC(C)c1ccc(-n2c(O)c(/C=N/NC(=O)c3ccccc3O)c(=O)[nH]c2=S)cc1	-13	0%	0%	13	-17%	-13%	?	7	-1	-11%
CCC(=O)N1CC(=O)Nc2ccc(F)cc2C1c1ccccc1 (configuration not stated)	-8	-1%	3%	10	-6%	-8%	5%	2	-4	3%
Cc1cc(C)nc(/N=C(\N)c2c(O)[nH]c(=O)[nH]c2=O)n1	5	?	1%	-12	3%	27%	-1%	0	-3	9%
CC1CCN(C(=O)C2CCN(c3nnc(-n4cccc4)s3)CC2)CC1	10	-5%	1%	0	0%	33%[activator]	7%	0	5	-3%
CCOc1ccc(C2SCC(=O)Nc3c2c(=O)[nH]n3C2CCCCCC2)cc1 (configuration not stated)	3	1%	-1%	28	-2%	7%	-1%	-14	-3	-5%
CC(=O)CC(c1ccccc1[N+](=O)[O-])c1c(O)c2ccccc2oc1=O (configuration not stated)	5	0%	1%	-4	-1%	-11%	-1%	9	8	-9%
C[C@]12CC[C@@H](O)CC1=CCC1C2CC[C@]2(C)C(=O)[C@H](F)CC12 (some centres not stated)	2	0%	/	1	1%	/	-7%	/	-4	4%
CC(=O)Nc1ccc(OC(=O)N(C)C)cc1	-5	3%	4%	3	2%	0%	-3%	3	20	-1%

The list is partial; rates above refer to the full screens.
